High-throughput results: PubChem, National Center for Advancing Translational Sciences (NCATS)
Menin MLL FP TR – menin-MLL binding inhibition, Texas Red mutant peptide. Potency, µM (series often up to 61.6 µM), for the others: at the top dose FP activity change, negative = inhibition, actives largely listed as inhibitors. AID 1768. actives 0.23% (n = 270,000). Menin + Texas Red MLL mutant peptide, fluorescence polarization; active = well fitted inhibition curve with a large enough effect in the polarisation, with a control signal flat, not every such curve was filed as active; inconclusive = small, poorly fitted or top-dose-only effect, or effect the other way, or a change in a side signal; inactive = no such curve, though single readings can be large or run the other way; the % refers to the polarisation; also: potency is read from the fitted curve at half-maximal effect; % of control where 0% means no effect; many of its hits are not listed in these tables
Target sequence (O00255 whole entry, looked up): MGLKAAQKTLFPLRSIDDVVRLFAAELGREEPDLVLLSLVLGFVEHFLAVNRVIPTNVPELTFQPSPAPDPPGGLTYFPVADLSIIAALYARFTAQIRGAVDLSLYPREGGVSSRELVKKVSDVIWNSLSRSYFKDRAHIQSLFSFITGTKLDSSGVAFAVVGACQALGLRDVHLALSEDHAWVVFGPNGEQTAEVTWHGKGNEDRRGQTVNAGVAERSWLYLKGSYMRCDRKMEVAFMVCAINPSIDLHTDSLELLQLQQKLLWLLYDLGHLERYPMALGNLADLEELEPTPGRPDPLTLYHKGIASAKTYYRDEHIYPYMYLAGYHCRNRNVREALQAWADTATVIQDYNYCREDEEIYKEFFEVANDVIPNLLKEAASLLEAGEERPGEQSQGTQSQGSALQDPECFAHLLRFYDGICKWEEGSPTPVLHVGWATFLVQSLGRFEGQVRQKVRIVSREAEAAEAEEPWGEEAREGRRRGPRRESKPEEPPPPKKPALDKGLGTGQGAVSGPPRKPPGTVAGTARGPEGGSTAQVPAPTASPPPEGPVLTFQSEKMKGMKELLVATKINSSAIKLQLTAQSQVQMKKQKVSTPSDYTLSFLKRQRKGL
B2AR arrestin – beta2AR (human) beta-arrestin recruitment activity; Potency, µM (highest dose often 46.1 µM), inactives show at the highest dose activation, usual class: activators; beta-arrestin recruitment to beta2AR, cell-based reporter; AID 492947; P07550; actives 0.02% (n = 330,000);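 also: potency is read from the fitted curve at half-maximal effect; 0% = DMSO controls and full agonism = EC100 isoproterenol or metaproterenol; nearly all actives have a fitted effect of over 65% in size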
PKM2 activator – PKM2 (human) enzyme activation | P14618 | purified PKM2, Kinase-Glo ATP luminescence, activation; response scale: 0% is enzyme alone, no compound | Potency, µM (titrated, usually from 57.5 µM), inactives show top-dose activation, actives largely listed as activators | actives 0.34% (n = 260,000); also: potency is read from the fitted curve at half-maximal effect; % is scaled to controls: 0 for no effect and ±100 for the full control effect; nearly all actives have a fitted effect of over 55% in size
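Purified hPK-M2 (>95% pure) converted ADP (0.1 mM final) to ATP with 0.5 mM PEP in 50 mM imidazole pH7.2, KCl, MgCl2, Tween 20, BSA; 1 h at room temperature. ATP detected by Kinase-Glo luminescence.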
S-ASM inh – inhibitors of human secretory acid sphingomyelinase | P17405 | placental ASM, HMU-PC fluorogenic substrate, 60 min | Potency, µM (doses to about 57.5 µM), inactives show at the top dose activity change, negative = inhibition, hits mostly inhibitors | actives 0.006% (n = 340,000); also: potency is read from the fitted curve at half-maximal effect
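Fluorogenic HMU-PC substrate (9 uM final) is turned over by placental ASM in 60 min at 37 C after a 10 min compound preincubation. Reaction ended by alkaline stop (pH 10), with fluorescence read at 386/447 nm.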
Tb PFK inh – inhibitors of T. brucei phosphofructokinase | O15648 | T. brucei PFK, ADP-Glo luminescence | Potency, µM (top dose mostly 57.5 µM), for inactives: at the highest dose activity, negative = inhibition, usual class: inhibitors | actives 0.17% (n = 330,000);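 also: potency is read from the fitted curve at half-maximal effect; 0% = uninhibited 1x PFK enzyme wells and -100% = no-enzyme wells; nearly all actives have a fitted effect of over 60% in size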
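In TEA buffer at pH 8.0 with 5 mM MgCl2, enzyme (1.25 nM) converted F6P (0.5 mM) and ATP (0.1 mM) for 45 min at room temperature. ADP product was read by luciferase luminescence.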
PTAP TSG101 blk – blocks PTAP/TSG101 interaction to inhibit HIV-1 budding; Fluorescence polarization, FITC-PTAP peptide / Tsg101 binding; Potency, µM (series often up to 115 µM), for the others: at the top dose activity change, negative = inhibition, hits mostly inhibitors; 340,000 tested, under 10 active; AID 493005; active = well fitted inhibition curve with a large enough effect in the main read-out, with a control signal flat, not every such curve was filed as active; inconclusive = small, poorly fitted or top-dose-only effect, or effect the other way, or a change in a side signal; inactive = no such curve, though single readings can be large or run the other way; also: potency is read from the fitted curve at half-maximal effect; % of control where 0% means no effect
Target sequence (Q99816 whole entry, looked up): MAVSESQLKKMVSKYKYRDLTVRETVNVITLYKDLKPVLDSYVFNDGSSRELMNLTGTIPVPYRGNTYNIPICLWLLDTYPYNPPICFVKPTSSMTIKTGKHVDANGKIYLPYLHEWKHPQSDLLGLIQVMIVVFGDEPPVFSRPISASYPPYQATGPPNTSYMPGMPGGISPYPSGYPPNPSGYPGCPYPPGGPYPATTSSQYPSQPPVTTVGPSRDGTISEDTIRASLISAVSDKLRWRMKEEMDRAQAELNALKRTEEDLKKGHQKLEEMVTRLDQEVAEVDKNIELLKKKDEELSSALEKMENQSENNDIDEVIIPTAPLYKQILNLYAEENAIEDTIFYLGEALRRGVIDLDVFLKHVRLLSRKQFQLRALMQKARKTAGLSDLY
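Compounds were pin-transferred onto Tsg101 binding domain (10 uM final) in HEPES pH 7.5 buffer, then FITC-PTAP peptide was added at 50 nM final. After 20 min at RT, polarization reported peptide displacement across a qHTS concentration series.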
Coupling enz – inhibits coupling enzyme system, counter-screen for aldolase hits | coupling enzyme system counterscreen, AmpLite Red fluorescence | activity change, negative = inhibition, % at 58.2 µM, hits read low | actives 0.67% (n = 290,000) | AID 2472; in the data active = activity change below about -30%; also: % is scaled to controls: 0 for no effect and ±100 for the full control effect
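First, compound is pin-transferred into glyceraldehyde-3-phosphate coupling-enzyme reagent at 57.5 uM final and held 10 min at RT. Next, substrate, coupling system and AmpLite Red are added. After 20 min RT, fluorescence (525/598 nm) is read.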
GALK inh – blocks human galactokinase activity; P51570; AID 1868; actives 0.007% (n = 270,000); Purified GALK, Kinase-Glo residual ATP luminescence; Potency, µM (highest dose often 57.5 µM), for inactives: top-dose activity change, negative = inhibition, most hits filed as inhibitors; also: potency is read from the fitted curve at half-maximal effect; % is scaled to controls: 0 for no effect and ±100 for the full control effect
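GALK at 5 nM final was combined with compound, 35 uM ATP and 100 uM galactose in HEPES pH8.0 with MgCl2 and DTT. The reaction ran one hour at room temperature before luminescent ATP detection.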
Integrin act MD – activates integrin-mediated alleviation for muscular dystrophy; alpha7betagal myoblasts, beta-gal FDG fluorescence, 48 h; Potency, µM (highest dose often 38.3 µM), for inactives: at the highest dose activation, usual class: activators; actives 0.064% (n = 350,000);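 also: potency is read from the fitted curve at half-maximal effect; 100% = response of the positive control SU9516; nearly all actives have a fitted effect of over 60% in size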
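Alpha7betagal+/- myoblasts (passage 13) were plated 16-24 hr, then exposed to compounds (1:260 dilution of DMSO stock) for 48 hours at 37C. After MPER lysis, β-galactosidase reporter activity was read as FDG fluorescence (ex 480/em 540) after 30 minutes.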
Giardia killer – Giardia lamblia killing. Giardia lamblia trophozoite viability. activity change, % at 7.66 µM, hits read low. actives 0.15% (n = 340,000); in the data active = activity change below about -80%; inconclusive = between about -30% and that limit;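 also: parasites exposed to compound for two days anaerobically before the ATP read; % is scaled to controls: 0 for no effect and ±100 for the full control effect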
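Trophozoite viability was measured as ATP-dependent luminescence, read 15-30 min after reagent addition. Before that, parasites at 100 cells/well were exposed to compounds for 48 h, anaerobically, at 37 deg C.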
Chronic BCR inh – chronic active BCR signaling inhibition; actives 0.05% (n = 340,000); ABC-DLBCL IkBa-CBG/CBR reporter, luminescence ratio, 4 h; AID 493014; Potency, µM (series often up to 46.1 µM), inactives show at the top dose ratio change, negative = lower green/red ratio, most hits filed as inhibitors; active = well fitted inhibition curve with a large enough effect in the signal ratio, with a control signal flat, not every such curve was filed as active; inconclusive = small, poorly fitted or top-dose-only effect, or effect the other way, or a change in a side signal; the % refers to the signal ratio;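 also: potency is read from the fitted curve at half-maximal effect; plate controls were basal doxycycline-induced cells for no effect and cells given 10 µM MG132 for full effect; MG132 reads +100%, hits lower the ratio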
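Compounds up to 46 uM were incubated four hours with TMD8 cells whose green CBG68 luciferase is fused to IkappaBalpha; red CBR luminescence normalised the signal, and concentration-effect curves were fitted to fusion, red and ratio data.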
* hit, by the source's call; ? = inconclusive; · = not tested or not shown; [ ] = remark or other dose. Unless noted, calls follow the shape of the dose curve; as a rule, active = well fitted curve in the direction sought with a large enough effect; inconclusive = small, poorly fitted or top-dose-only effect, or another doubt; inactive = no such curve, though single readings can be large; an effect the other way counts as inactive or inconclusive. An excerpt, so the mix of outcomes need not match the whole.

Molecule | Menin MLL FP TR | B2AR arrestin | PKM2 activator | S-ASM inh | Tb PFK inh | PTAP TSG101 blk | Coupling enz | GALK inh | Integrin act MD | Giardia killer | Chronic BCR inh
Nc1c(Cl)c(Cl)nc(C(=O)OCC(=O)N2CCCC2=O)c1Cl | · | 0.3% | · | 0% | -4% | -4% | · | · | 9% | -7 | ?
C=CCc1c(C)nc(C)nc1N/N=C/c1ccc(F)cc1 | 0% | -0.2% | 4% | 0% | 1% | -4% | -8 | 2% | -2% | 7 | ?
COc1ccc(OC)c(NS(=O)(=O)c2cc3c4c(c2)CCN4C(=O)CC3)c1 | · | -0.8% | · | 1% | 3% | -1% | · | · | 8% | -15 | -7%
O=C(COc1ccccc1)NC1CCCc2ccccc21 (stereo not given) | -10% | -1.6% | 9% | -2% | -9% | -2% | 2 | 1% | -16% | -4 | -9%
O=c1c2c(-c3cccs3)csc2[nH]c(=S)n1-c1ccccc1 | ? | -0.2% | 3% | 4% | 1% | -3% | 5 | -5% | 16% | 12 | 5%
O=C(N/N=C/c1ccc(-c2ccccc2)o1)c1ccccc1O | · | -0.5% | -1% | 1% | 2% | 1% | 3 | 2% | -39% | -5 | ?
Cc1cc(Cl)ccc1OCC(=O)NC(=S)Nc1ccc(Cl)cn1 | · | -0.1% | · | 0% | -1% | -1% | · | -1% | -8% | -19 | 5%
Cc1csc(=O)n1CC(=O)OC(C)C(=O)Nc1ccc(F)c(F)c1F (stereo not given) | · | -0.3% | · | 3% | -3% | 0% | · | · | -9% | 0 | 6%
CCOc1cc(-c2sc(Nc3cc(C)ccc3OC)n[n+]2-c2ccccc2)ccc1OC | · | -0.4% | · | -13% | 0% | 0% | · | · | 13% | 0 | ?
CCCCCCNC(=O)c1cn(CC)c2cc(N3CCN(C)CC3)c(F)cc2c1=O | ? | -0.2% | · | -7% | 10% | -5% | 0 | 1% | -71%[inhibitor] | 18 | 4%
COc1ccc(C(=O)/C=C2\Sc3ccccc3N2C)cc1 | 30% | -0.2% | -24% | · | 12% | -4% | -27 | -1% | 20% | -23 | ?
Cc1[nH]c2ccccc2c1C(c1ccccn1)N1CCC(C(N)=O)CC1 (stereo not given) | 0% | -3.0% | 3% | 3% | ? | -1% | -4 | 2% | -34% | 4 | ?
CCCCn1c(-c2cccnc2)nc2cc3[nH]c(=O)c(C(C)C)nc3cc21 | ? | 0.2% | -1% | 479%[activator] | 1% | 3% | -7 | · | -16% | -9 | ?
COc1ccc(CC(=O)OC2CCCN(C)C2)cc1 (stereo not given) | 18% | -0.8% | -25% | 6% | -2% | 0% | 3 | -3% | 15% | 5 | 0%
CCN1CCN(c2ccc(NC(=O)COc3ccc(Cl)cc3C)cc2)CC1 | · | -0.2% | · | -1% | -8% | 0% | · | · | -21% | ? | 4%
COc1cc(NC(=O)CCc2nnc3ccc(N4CCCCC4)nn23)cc(OC)c1OC | · | -0.1% | · | -1% | 2% | -2% | · | -7% | 0% | 2 | 1%
O=[N+]([O-])c1cccc(-c2ccn[nH]2)c1 | · | -1.3% | 0% | -3% | -4% | 1% | 0 | · | ? | 6 | 4%
Cc1cccc(NC(=O)Cc2nc(-c3c[nH]c(C(=O)N4CCCC4)c3)cs2)c1 | · | 0.1% | · | -7% | 8% | -1% | · | · | -35%[inhibitor] | -19 | -6%
COC(=O)c1ccc(/C=N/NC(=O)C2CC(=O)N(c3ccc(F)cc3)C2)cc1 (stereo not given) | · | 0.3% | · | -2% | -2% | -3% | · | 2% | 0% | 24 | -3%
CC1=NN(/C(=N\c2nnc(C)s2)Nc2ccccc2)[C@H](c2cccc3ccccc23)S1 | -1% | 1.9% | -10% | -10% | 7% | -7% | -14 | 1% | 23% | -4 | ?

3 compounds drawn at random from those above, as already listed:
Molecule | Menin MLL FP TR | B2AR arrestin | PKM2 activator | S-ASM inh | Tb PFK inh | PTAP TSG101 blk | Coupling enz | GALK inh | Integrin act MD | Giardia killer | Chronic BCR inh
Cc1[nH]c2ccccc2c1C(c1ccccn1)N1CCC(C(N)=O)CC1 (stereo not given) | 0% | -3.0% | 3% | 3% | ? | -1% | -4 | 2% | -34% | 4 | ?
O=c1c2c(-c3cccs3)csc2[nH]c(=S)n1-c1ccccc1 | ? | -0.2% | 3% | 4% | 1% | -3% | 5 | -5% | 16% | 12 | 5%
COc1ccc(C(=O)/C=C2\Sc3ccccc3N2C)cc1 | 30% | -0.2% | -24% | · | 12% | -4% | -27 | -1% | 20% | -23 | ?

Next section.
Molecule | Menin MLL FP TR | B2AR arrestin | PKM2 activator | S-ASM inh | Tb PFK inh | PTAP TSG101 blk | Coupling enz | GALK inh | Integrin act MD | Giardia killer | Chronic BCR inh
C=CCNc1oc(-c2cccs2)nc1C#N | 23% | 0.3% | -2% | 84%[activator] | 2% | -2% | 2 | 0% | -11% | -12 | ?
Cc1ccc(NCC(=O)N/N=C\c2ccc([N+](=O)[O-])o2)cc1 | 0% | 0.2% | -1% | -7% | -1% | -1% | 0 | 6% | -53%[inhibitor] | -106* | -11%
CC(=O)N1CCN(C(=O)CN2C(=O)NC(C)(c3ccc4ccccc4c3)C2=O)CC1 (stereo not given) | · | -0.1% | · | 4% | -2% | -6% | · | · | 2% | -8 | -2%
Cc1ccc2cc(C(c3nnnn3Cc3ccccc3)N3CCc4ccccc43)c(=O)[nH]c2c1 (stereo not given) | -16% | -0.2% | 8% | -15% | 2% | -5% | -7 | -4% | 8%[7.66 µM] | -11 | ?
CCC(CC)CN1CCN=C1Nc1ccccc1 | · | 0.9% | · | 0% | -12% | -3% | · | · | 4% | -12 | 2%
CN(CC(=O)Nc1cccc(F)c1)C(=O)CSc1ccccc1 | · | -0.1% | · | 0% | 0% | -2% | · | · | 16% | -2 | 9%
CN1/C(=C/C=C(/C#N)C(N)=O)C(C)(C)c2ccccc21 | · | -1.2% | 0% | 61%[activator] | 2% | 6% | 1 | 0% | -33% | -11 | ?
Cc1ccccc1NS(=O)(=O)c1ccc(C(=O)NCC(C)(C)N2CCOCC2)cc1 | · | 0.0% | · | -2% | 2% | 0% | · | · | -15% | -11 | 1%
Cn1nc(-c2ccccc2)c(CO)c1Sc1ccccc1 | -8% | 0.4% | 0% | -4% | 1% | -3% | 0 | 6% | -13% | -12 | 1%
O=C(NCc1ccccn1)C1CCN(Cc2cccc(OCc3ccccc3)c2)CC1 | -10% | -0.3% | -3% | -3% | -5% | -2% | 0 | · | -8% | 7 | -7%
Cn1cnnc1SCC(=O)NNC(=O)COc1ccc(Br)cc1 | 7% | 0.1% | -9% | 0% | -3% | 0% | 3 | 1% | 13% | 3 | 0%
COc1ccccc1N(C)S(=O)(=O)c1ccc(C(=O)OCC(=O)N(C(C)C)C(C)C)cc1 | -9% | 0.2% | 4% | 6% | -4% | -2% | 2 | 0% | ? | 21 | 3%
Cc1ncc(C[n+]2csc(C)c2C)c(N)n1 | 3% | -0.7% | -3% | 2% | -2% | -1% | -1 | 4% | 12% | 1 | 6%
O=C(CNc1ccc(F)cc1Cl)Nc1cccc(S(=O)(=O)N2CCCCC2)c1 | · | -0.2% | · | -7% | 0% | 0% | · | · | -43% | -9 | ?
CCC(OCC(O)CN1CCN(CCN2C(=O)c3cccc4cccc(c34)C2=O)CC1)c1ccccc1 (stereo not given) | -14% | -2.1% | -13% | 2% | 0% | 1% | -1 | -2% | -11% | -3 | ?
O=C(O)c1cccc(Cn2cc(Cl)cn2)c1 | -4% | -0.9% | -1% | 1% | 2% | 7% | 6 | 9% | 28% | -7 | -2%
Cc1cc2nc(C(F)(F)F)[nH]c(=O)n2n1 | 9% | -1.1% | -7% | -2% | 2% | -1% | -4 | 0% | 6% | 13 | 2%
COC(=O)c1cc(OC)c(OC)cc1NC(=S)N1CCN(c2ccccc2)CC1 | 0% | 0.0% | 8% | ? | -2% | 0% | -1 | 0% | 15% | 2 | -5%
O=C(COc1ccccc1)NNC(=O)c1cc2ccccc2o1 | -1% | -0.8% | -1% | 2% | 2% | 0% | 6 | 1% | -2% | 1 | 0%
